High-throughput results: PubChem BioAssay, National Center for Advancing Translational Sciences (NCATS)
KCNH2 3.1 inh: KCNH2 3.1 (human) potassium channel inhibition | 0.95% of 340,000 active | U2OS KCNH2 3.1, thallium flux FluxOr; active compounds read low | activity change, % (tested at about 1.8 µM);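 active means maximum activity change below -70%; inconclusive means maximum activity change from -70% to -50%; inactive means maximum activity change above -50%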;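 further: thallium influx rate constant from kinetic fluorescence after stimulation buffer; on the % scale 0 is the no-effect control and ±100 the full control effect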
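Thallium flux read-out: FluxOr dye with Red40 quencher in HBSS/HEPES, 45 min at RT. Rate constants from kinetic reads were normalized to positive and negative DMSO controls. Cells: U2OS virally expressing the 3.1 isoform.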
Gal4-VP16 FLuc: inhibits Gal4-VP16 luciferase reporter, ROR gamma counter-screen. Drosophila S2 Gal4-VP16 UAS-luciferase, luminescence, 20 h. Potency, µM (doses to about 53.6 µM), inactives show top-dose activity, negative = inhibition, hits mostly inhibitors. 3.5% of 310,000 active. AID 2546;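 further: Gal4-VP16 expression switched on by copper sulfate through the metallothionein promoter; potency means the concentration at half of the fitted maximal effect; on the % scale 0 is the no-effect control and ±100 the full control effect; nearly all actives have a fitted effect of over 50% in size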
uPA generation: cell surface uPA generation inhibition; cell surface uPA generation assay, qHTS; Potency, µM (highest dose often 38.3 µM), without a hit: top-dose activity change, negative = inhibition, most hits filed as inhibitors; 0.31% of 330,000 active; AID 540303; active means well fitted inhibition curve with a large enough effect; inconclusive means small, poorly fitted or top-dose-only effect; inactive means no such curve, though single readings can be large or run the other way; tested in mouse RAW 264.7 cells; further: potency means the concentration at half of the fitted maximal effect; on the % scale 0 is the no-effect control and ±100 the full control effect; nearly all actives have a fitted effect of over 55% in size
ELG1 genotox: genotoxicity induction in ELG1-luciferase HEK293T cells. HEK293T ELG1-luciferase reporter, luminescence, 16 h. Potency, µM (top dose mostly 46 µM), without a hit: top-dose activity change, positive = activation, usual class: activators. 1.3% of 330,000 active; further: potency means the concentration at half of the fitted maximal effect; % of control where 0% means no effect; nearly all actives have a fitted effect of over 60% in size
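Screening used a luciferase reporter fused to human ELG1 in HEK293T cells. Luminescence was read on a CCD plate imager after 16 hr exposure and 30 min ONE-Glo incubation.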
NPC1 prom act: activators of NPC1 promoter; Huh7 NPC1 promoter luciferase reporter, 24 h; Potency, µM (doses to about 9.22 µM), for inactives: at the highest dose activation, usual class: activators; 2.4% of 320,000 active;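 further: potency means the concentration at half of the fitted maximal effect; % of control where 0% means no effect; nearly all actives have a fitted effect of over 60% in size; reporter is driven by a mutant NPC1 promoter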
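Huh7 cells stably carrying NPC1 promoter–luciferase, plated in Opti-MEM with 10% FBS for 2 h, were exposed to compound in DMSO for 24 h at 37 °C; luciferase reagent was added for 10 min and luminescence read.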
Rab9 prom act: activates the Rab9 promoter; 2.8% of 320,000 active; Potency, µM (doses to about 9.22 µM), inactives show at the top dose activation, negative = inhibition, usual class: activators; AID 485297; Huh7 Rab9 promoter-luciferase reporter, luminescence, 24 h; further: potency means the concentration at half of the fitted maximal effect; % of control where 0% means no effect; nearly all actives have a fitted effect of over 60% in size
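Luminescence from Amplite-detected luciferase (10 minutes, ambient) reports Rab9 promoter activation. Before that, stable Rab9-luciferase Huh7 cells (1500/well, reduced-serum OP-MEM I plus 10% FBS) were exposed to compound for 24 hours at 37C.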
FBPA coupling cs: inhibits coupling enzyme system, counter-screen for aldolase hits; coupling enzyme system counterscreen, AmpLite Red fluorescence; activity change, negative = inhibition, % at 58.2 µM, hits read low; 0.67% of 290,000 active; in the data active means activity change below about -30%; further: on the % scale 0 is the no-effect control and ±100 the full control effect
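First, compound is pin-transferred into glyceraldehyde-3-phosphate coupling-enzyme reagent at 57.5 uM final and held 10 min at RT. Next, substrate, coupling system and AmpLite Red are added. After 20 min RT, fluorescence (525/598 nm) is read.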
FLuc counter: inhibits or activates purified firefly luciferase, miR-21 counter-screen; P08659; purified FLuc, Km substrates, luminescence inhibition; Potency, µM (series often up to 57.5 µM), without a hit: top-dose activity change, negative = inhibition, hits mostly inhibitors; 6.9% of 360,000 active;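 further: potency means the concentration at half of the fitted maximal effect; plate controls were vehicle for no effect and reference inhibitor for full effect; nearly all actives have a fitted effect of over 55% in size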
Target sequence (P08659 whole entry, looked up): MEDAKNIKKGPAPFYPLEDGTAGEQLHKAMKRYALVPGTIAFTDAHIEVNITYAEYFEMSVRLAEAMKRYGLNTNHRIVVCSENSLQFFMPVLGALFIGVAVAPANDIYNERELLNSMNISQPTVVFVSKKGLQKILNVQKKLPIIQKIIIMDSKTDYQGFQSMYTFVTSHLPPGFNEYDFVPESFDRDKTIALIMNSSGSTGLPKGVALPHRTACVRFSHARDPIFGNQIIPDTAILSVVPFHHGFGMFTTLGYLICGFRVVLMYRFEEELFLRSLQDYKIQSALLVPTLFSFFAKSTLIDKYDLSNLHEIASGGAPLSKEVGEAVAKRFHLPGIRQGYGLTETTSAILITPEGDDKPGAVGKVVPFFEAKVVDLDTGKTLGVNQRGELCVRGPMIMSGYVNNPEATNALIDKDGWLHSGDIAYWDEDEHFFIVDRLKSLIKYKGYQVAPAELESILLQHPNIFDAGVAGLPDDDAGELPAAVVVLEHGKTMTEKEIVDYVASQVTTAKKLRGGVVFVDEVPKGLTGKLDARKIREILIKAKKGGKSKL
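Purified P. pyralis luciferase (10nM final) with 10uM D-luciferin and 10uM ATP (Km levels) in 50mM Tris acetate pH 7.5, 10mM Mg acetate, 0.01% Tween-20, 0.05% BSA; qHTS 6-point titration, ~60 µM downward; luminescence read.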
Tb PFK block: blocks T. brucei phosphofructokinase. O15648. T. brucei PFK, ADP-Glo luminescence. Potency, µM (series often up to 57.5 µM), inactives show top-dose activity, negative = inhibition, actives largely listed as inhibitors. 0.17% of 330,000 active. AID 485367;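 further: potency means the concentration at half of the fitted maximal effect; 0% = uninhibited 1x PFK enzyme wells and -100% = no-enzyme wells; nearly all actives have a fitted effect of over 60% in size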
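1.25 nM PFK with 0.5 mM F6P and 0.1 mM ATP in 0.1 M TEA pH 8.0, 5 mM MgCl2, incubated 45 min at room temperature; ADP measured by ADP-Glo luminescence; compounds titrated up to 57 uM.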
RORgamma inh: inhibitors of mouse ROR gamma transcriptional activity | AID 2551 | 5.4% of 310,000 active | Potency, µM (highest dose often 53.6 µM), for the others: at the highest dose activity change, negative = inhibition, usual class: inhibitors | P51450 | Drosophila S2 Gal4-RORgamma UAS-luciferase reporter, 20 h; further: potency means the concentration at half of the fitted maximal effect; on the % scale 0 is the no-effect control and ±100 the full control effect; nearly all actives have a fitted effect of over 60% in size
Target sequence (P51450 whole entry, looked up, the tested form may be a part): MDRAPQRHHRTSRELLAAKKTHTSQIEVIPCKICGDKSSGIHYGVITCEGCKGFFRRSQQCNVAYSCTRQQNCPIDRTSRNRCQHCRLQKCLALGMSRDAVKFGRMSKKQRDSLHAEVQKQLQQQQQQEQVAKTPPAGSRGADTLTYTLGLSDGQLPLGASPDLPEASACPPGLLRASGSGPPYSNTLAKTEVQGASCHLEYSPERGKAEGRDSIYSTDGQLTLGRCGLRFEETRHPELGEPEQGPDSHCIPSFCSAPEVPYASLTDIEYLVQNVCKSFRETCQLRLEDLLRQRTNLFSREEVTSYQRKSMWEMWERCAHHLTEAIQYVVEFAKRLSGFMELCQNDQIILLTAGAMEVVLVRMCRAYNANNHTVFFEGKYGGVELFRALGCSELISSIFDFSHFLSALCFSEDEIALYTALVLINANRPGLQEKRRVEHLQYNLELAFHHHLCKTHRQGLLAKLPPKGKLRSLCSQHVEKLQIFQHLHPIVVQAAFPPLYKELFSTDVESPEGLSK
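Stable Schneider cell line, Gal4 DNA-binding domain fused to ROR gamma, UAS-luciferase. Cmpd 1 hr RT → CuSO4 700 uM final → 20 hr RT → luciferase reagent 10 min → luminescence.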
Giardia killer: Giardia lamblia killing; Giardia lamblia trophozoite viability; activity change, % at 7.66 µM, hits read low; 0.15% of 340,000 active; in the data active means activity change below about -80%; inconclusive means between about -30% and that limit;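 further: parasites exposed to compound for two days anaerobically before the ATP read; on the % scale 0 is the no-effect control and ±100 the full control effect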
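Viability, read as ATP luminescence: trophozoites at 100 cells/well, compound added, 48 hrs anaerobic at 37 deg C, then 15-30 min room-temperature development before reading.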
Active calls of the source: *; ! = not active in a repeat; [ ] = another dose, or the depositor's remark. Unless noted, the call rests on the fitted dose curve; in most records, active means well fitted curve in the direction sought with a large enough effect; inconclusive means small, poorly fitted or top-dose-only effect, or another doubt; inactive means no such curve, though single readings can be large; an effect the other way counts as inactive or inconclusive.

Screening CNC(=O)CSc1nnc(-c2cccnc2)n1CCc1ccccc1 returned KCNH2 3.1 inh 19, Gal4-VP16 FLuc -8%, uPA generation -4%, ELG1 genotox inconclusive, NPC1 prom act 1%, Rab9 prom act 0%, FBPA coupling cs 5, FLuc counter 14%, Tb PFK block 3%, RORgamma inh -16% and Giardia killer 12.
For CCc1cc2c(=O)c(-c3ccc4c(c3)OCCO4)c(C)oc2cc1OS(C)(=O)=O the results were KCNH2 3.1 inh -7, Gal4-VP16 FLuc 20µM*, uPA generation -9%, ELG1 genotox -3%, NPC1 prom act 0%, Rab9 prom act 0%, FBPA coupling cs 3, FLuc counter -19%, Tb PFK block -11%, RORgamma inh -4% and Giardia killer -21.
For CCOC(=O)c1c(C)[nH]c(C)c1S(=O)(=O)N1CCN(c2ccc(F)cc2)CC1 the results were KCNH2 3.1 inh 31, Gal4-VP16 FLuc 1%, uPA generation 7%, ELG1 genotox 7%, NPC1 prom act 7%, Rab9 prom act 3%, FLuc counter 0%, Tb PFK block -2%, RORgamma inh -32% and Giardia killer -27.
O=C(OCN1C(=O)c2ccccc2C1=O)c1cccnc1SC(F)F was read as KCNH2 3.1 inh 15, Gal4-VP16 FLuc -12%, uPA generation -2%, ELG1 genotox 3%, NPC1 prom act 0%, Rab9 prom act 4%, FBPA coupling cs 0, FLuc counter -1%, Tb PFK block 0%, RORgamma inh -21% and Giardia killer -18.
Cc1cc(C)c(S(=O)(=O)Nc2cccc(-n3cnnn3)c2)c(C)c1 was read as KCNH2 3.1 inh 4, Gal4-VP16 FLuc 0%, uPA generation 4%, ELG1 genotox -4%, NPC1 prom act -3%, Rab9 prom act -3%, FLuc counter -2%, Tb PFK block 0%, RORgamma inh inconclusive and Giardia killer -19.
For Cc1cc(C)c2c(NC(=S)Nc3ccccc3)n[nH]c2n1 the results were KCNH2 3.1 inh -1, Gal4-VP16 FLuc 3.2µM*, uPA generation 1%, ELG1 genotox 3%, NPC1 prom act 8%, Rab9 prom act 0%, FBPA coupling cs 0, FLuc counter -2%, Tb PFK block 1%, RORgamma inh 1.1µM* and Giardia killer 4.
COc1ccc(NC(=O)C(Cl)=C(Cl)Cl)cn1 was read as KCNH2 3.1 inh 14, Gal4-VP16 FLuc 0%, uPA generation -12%, ELG1 genotox -2%, NPC1 prom act -32%[inhibitor], Rab9 prom act -41%[inhibitor], FBPA coupling cs -2, FLuc counter -2%, Tb PFK block 2%, RORgamma inh 2% and Giardia killer -2.
For CCCOc1ccc(N2C(=O)CC(N3CCCC(C(=O)N4CCCC4)C3)C2=O)cc1 (stereo not given) the results were KCNH2 3.1 inh 7, Gal4-VP16 FLuc 0%, uPA generation 1%, ELG1 genotox 1%, NPC1 prom act 0%, Rab9 prom act -2%, FBPA coupling cs 2, FLuc counter -1%, Tb PFK block -1%, RORgamma inh -41% and Giardia killer -1.
For Nc1nc(CSc2nc3ccccc3[nH]2)cs1 the results were KCNH2 3.1 inh 0, Gal4-VP16 FLuc inconclusive, uPA generation -2%, ELG1 genotox 12%, NPC1 prom act inconclusive, Rab9 prom act inconclusive, FBPA coupling cs -7, FLuc counter inconclusive, Tb PFK block -2%, RORgamma inh inconclusive and Giardia killer 0.
`CCOC(=O)C1(c2csc(N)n2)COC(=O)C1` (stereo not given) gave KCNH2 3.1 inh 3, Gal4-VP16 FLuc 9%, uPA generation 6%, FBPA coupling cs -2, FLuc counter -1%, RORgamma inh -15% and Giardia killer 23.
NNc1nncc2ccccc12 was read as Gal4-VP16 FLuc inconclusive, NPC1 prom act 2.6µM*, Rab9 prom act 2.3µM*, FBPA coupling cs -59*! and RORgamma inh 7.1µM*!.
Screening O=C1C=C(O)CC(c2ccco2)C1 (stereo not given) returned KCNH2 3.1 inh 8, Gal4-VP16 FLuc -1%, uPA generation 2%, ELG1 genotox -1%, NPC1 prom act -2%, Rab9 prom act 2%, FBPA coupling cs 3, FLuc counter -1%, Tb PFK block -1%, RORgamma inh -18% and Giardia killer 11.
`O=C(NCc1nnc2c(C(F)(F)F)cc(Cl)cn12)c1ccc(Br)o1` gave KCNH2 3.1 inh 0, Gal4-VP16 FLuc -2%, uPA generation 1%, ELG1 genotox 0%, NPC1 prom act -19%, Rab9 prom act -4%, FLuc counter -1%, Tb PFK block 1%, RORgamma inh -4% and Giardia killer -20.
`CC(C)(C)c1ccc(S(=O)(=O)N2CCC(N3CCCCC3)CC2)cc1` gave KCNH2 3.1 inh 1, Gal4-VP16 FLuc -1%, uPA generation 0%, ELG1 genotox -3%, NPC1 prom act 1%, Rab9 prom act -11%, FBPA coupling cs 0, FLuc counter 1%, Tb PFK block -1%, RORgamma inh -30% and Giardia killer -5.
`CCc1sc(C(=O)Nc2ncccc2C)cc1C` gave KCNH2 3.1 inh -9, Gal4-VP16 FLuc -15%, uPA generation -1%, ELG1 genotox 23%, NPC1 prom act 22%, Rab9 prom act 25%, FBPA coupling cs 2, FLuc counter inconclusive, Tb PFK block -11%, RORgamma inh -5% and Giardia killer 24.
Screening CCCCCCSc1ccc(-c2nc3ccc(Cl)cn3c2NCc2ccccc2)cc1 returned KCNH2 3.1 inh 1, uPA generation -2%, ELG1 genotox -2%, Tb PFK block 3% and Giardia killer -13.
For CCc1ccc2nc(N)sc2c1 the results were KCNH2 3.1 inh 11, Gal4-VP16 FLuc -2%, uPA generation inconclusive, ELG1 genotox inconclusive, NPC1 prom act 2.2µM*, Rab9 prom act 3.5µM*, FBPA coupling cs -3, FLuc counter 11µM*, Tb PFK block 3%, RORgamma inh -19% and Giardia killer -1.
For C=CCOc1cccc(CNCc2cccnc2)c1 the results were KCNH2 3.1 inh 10, uPA generation 1%, ELG1 genotox 0%, NPC1 prom act 1%, Rab9 prom act -5%, FBPA coupling cs 0, FLuc counter -4%, Tb PFK block -2% and Giardia killer 17.
`COc1cc2nc(C3CC3)n(NC(=O)c3ccc(Cl)cc3)c(=O)c2cc1OC` gave KCNH2 3.1 inh 0, Gal4-VP16 FLuc -6%, ELG1 genotox -4%, NPC1 prom act -6%, Rab9 prom act -4%, FBPA coupling cs 1, FLuc counter 1%, Tb PFK block -2%, RORgamma inh 33% and Giardia killer 0.
Screening CCC1(c2ccccc2)NC(=O)N(CC(=O)N2CCN(S(=O)(=O)c3ccccc3)CC2)C1=O (stereo not given) returned KCNH2 3.1 inh 14, Gal4-VP16 FLuc -11%, uPA generation 3%, ELG1 genotox 2%, NPC1 prom act -3%, Rab9 prom act -4%, FBPA coupling cs 4, FLuc counter 1%, Tb PFK block 0%, RORgamma inh 33% and Giardia killer -10.
`CCN(C(=O)CN1CCCCCC1)c1c(N)n(Cc2ccccc2)c(=O)[nH]c1=O` gave KCNH2 3.1 inh -26, uPA generation 4%, ELG1 genotox 1%, Tb PFK block 2% and Giardia killer -7.
Screening O=C(NCCO)C1(c2ccc(Cl)cc2)CCCC1 returned KCNH2 3.1 inh -2, Gal4-VP16 FLuc -3%, uPA generation -9%, ELG1 genotox 1%, NPC1 prom act -1%, Rab9 prom act 2%, FBPA coupling cs 0, FLuc counter -2%, Tb PFK block -3%, RORgamma inh 9% and Giardia killer 0.
Screening COc1ccccc1-c1cn[nH]c1-c1ccc(OCc2ccccc2)cc1O returned KCNH2 3.1 inh 12, Gal4-VP16 FLuc inconclusive, uPA generation 2%, ELG1 genotox 0%, NPC1 prom act -3%, Rab9 prom act -10%, FBPA coupling cs -1, FLuc counter -5%, Tb PFK block -5%, RORgamma inh 6.3µM* and Giardia killer 5.
COc1ccc(CC(=O)N2CC(C)CC(C)C2)cc1 (stereo not given) was read as KCNH2 3.1 inh -5, Gal4-VP16 FLuc 1%, uPA generation 1%, ELG1 genotox 4%, NPC1 prom act 0%, Rab9 prom act -2%, FBPA coupling cs 0, FLuc counter 0%, Tb PFK block 1%, RORgamma inh 21% and Giardia killer -27.
CCOC(=O)Cc1csc(NC(=O)c2ccc(N3CCOCC3)cc2[N+](=O)[O-])n1 was read as KCNH2 3.1 inh 9, uPA generation -18%, ELG1 genotox -2%, NPC1 prom act -1%, Rab9 prom act -3%, FLuc counter inconclusive, Tb PFK block 0% and Giardia killer 14.
Screening Cc1ccc(Nc2nc(N)nc(CSc3nc4ccccc4s3)n2)cc1 returned KCNH2 3.1 inh -72*, Gal4-VP16 FLuc -19%, uPA generation -3%, ELG1 genotox -7%, NPC1 prom act 3%, Rab9 prom act 0%, FBPA coupling cs -7, FLuc counter -26%, Tb PFK block -1%, RORgamma inh -39% and Giardia killer -3.
`Cc1onc(-c2ccccc2)c1C(=O)Nc1cccc(OC(C)C)c1` gave KCNH2 3.1 inh -1, Gal4-VP16 FLuc 10%, uPA generation 5%, ELG1 genotox -1%, NPC1 prom act 0%, Rab9 prom act -5%, FBPA coupling cs 0, FLuc counter -1%, Tb PFK block 0%, RORgamma inh 28% and Giardia killer -3.

This is a random part of the collection; overall some 14% were active at least once.
